# sEH activator: soluble epoxide hydrolase activators, primary screen, biochemical, human sEH. Bifunctional epoxide hydrolase 2 (Homo sapiens), P34913. purified human sEH enzymatic activity, activator screen. activation, % at 2 µM. 91,000 tested, 0.04% active. AID 717, 2007; in the data active means activation above about 37%; further: values of inactives mirror those of a sister screen read the other way
# Target sequence (P34913 whole entry, looked up): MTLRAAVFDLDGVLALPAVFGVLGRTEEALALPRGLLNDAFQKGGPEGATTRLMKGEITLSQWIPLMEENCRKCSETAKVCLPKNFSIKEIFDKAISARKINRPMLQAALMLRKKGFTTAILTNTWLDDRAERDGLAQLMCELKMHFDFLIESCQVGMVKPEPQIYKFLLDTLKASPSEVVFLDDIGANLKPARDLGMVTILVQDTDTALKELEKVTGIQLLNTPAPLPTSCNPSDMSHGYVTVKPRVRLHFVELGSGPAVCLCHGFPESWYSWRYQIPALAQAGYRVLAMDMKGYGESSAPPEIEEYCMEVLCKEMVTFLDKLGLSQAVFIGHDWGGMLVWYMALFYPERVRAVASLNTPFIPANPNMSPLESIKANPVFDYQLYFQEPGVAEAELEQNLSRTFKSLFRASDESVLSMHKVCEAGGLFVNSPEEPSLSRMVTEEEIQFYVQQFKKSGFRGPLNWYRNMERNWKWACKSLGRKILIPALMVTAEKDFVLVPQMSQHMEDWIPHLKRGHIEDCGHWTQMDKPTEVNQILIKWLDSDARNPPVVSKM
# IL1B cytotox: cytotoxicity in IL-1B stimulated HUVEC, primary screen, cytotoxicity control for IL-1B NFkB translocation project, imaging, Hoechst nuclear count, IL-1B stimulus; HUVEC cell count loss; AID 845, 2007; 94,000 tested, 0.41% active; cell count reduction, % at 2 µM;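 active means cell count reduction more than 3 SD above the screen-wide mean, cut at about 70% in these data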;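 further: normalized per plate to untreated control cells as the no-loss baseline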
# HUVEC tox TNFa: cytotoxicity in TNFa-stimulated HUVEC, primary screen, cytotoxicity control for VCAM1 expression modulator project, imaging, Hoechst nuclei count | HUVEC TNFalpha-stimulated, Hoechst cell count | cell count reduction, % at 2 µM | 93,000 tested, 0.17% active | AID 848, 2007;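 active means cell count reduction exceeding the screen mean by over 5 SD, scaled to untreated wells per plate, cut at about 78% in these data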;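 further: cells counted after 24 h of TNF alpha exposure following the 1 h pretreatment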
# VCAM1 TNFa inh: inhibitors of TNFa-induced VCAM1 expression, primary screen, imaging, HUVEC, TNFa stimulus, immunofluorescence; 95,000 tested, 0.48% active; inhibition, % at 2 µM; HUVEC TNFa-induced VCAM-1 immunofluorescence, high-content imaging;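 active means inhibition above the batch mean plus 3 SD, with images confirmed as a hit by eye, cut at about 37% in these data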;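 further: 0% = TNF-stimulated DMSO wells and 100% = unstimulated control wells; not every result past the cut was called active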
# Smad3 inh: Smad3/FoxH1 peptide binding inhibitors, primary screen, biochemical, TR-FRET; TR-FRET Smad3/Dy647-FoxH1 peptide binding, europium anti-His; inhibition, % at 25 µM; 88,000 tested, 0.29% active;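 active means compounds that reduce the energy-transfer binding signal between the protein and its labelled peptide by more than half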;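 further: 0% = Smad3 plus labelled peptide maximal FRET and 100% = peptide-only background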
# Target sequence (P84022 whole entry, looked up): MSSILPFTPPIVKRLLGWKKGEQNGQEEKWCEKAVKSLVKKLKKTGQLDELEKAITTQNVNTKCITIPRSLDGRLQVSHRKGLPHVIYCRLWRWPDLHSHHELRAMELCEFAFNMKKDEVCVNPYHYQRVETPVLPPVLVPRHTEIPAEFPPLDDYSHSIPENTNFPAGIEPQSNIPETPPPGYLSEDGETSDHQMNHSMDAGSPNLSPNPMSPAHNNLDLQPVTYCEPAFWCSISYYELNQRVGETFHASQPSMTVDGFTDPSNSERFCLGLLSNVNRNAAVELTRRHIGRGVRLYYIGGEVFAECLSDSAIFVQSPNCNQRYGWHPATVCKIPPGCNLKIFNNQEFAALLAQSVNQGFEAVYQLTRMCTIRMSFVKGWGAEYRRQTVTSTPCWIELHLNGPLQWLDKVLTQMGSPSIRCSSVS
# ERb SRC1 inh: inhibitors of ERβ-SRC1 coactivator interaction, primary screen, biochemical, TR-FRET, ERβ LBD, SRC-1 peptide; Estrogen receptor beta (Homo sapiens), Q92731; TR-FRET ER-beta LBD / SRC1-Cy5 peptide binding; receptor agonist-loaded with 1 µM estradiol; inhibition, % at 25.6 µM; 86,000 tested, 1.3% active; AID 633, 2007;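 active means compounds whose percent inhibition of the receptor-coactivator binding signal exceeds about 50% in the single-dose screen, limit read from the data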;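 further: 0% = receptor plus peptide wells without compound and 100% = peptide-only wells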
# Calb biofilm kill: clotrimazole potentiators killing Candida biofilms, primary screen, with clotrimazole, Alamar Blue | inhibition, % at 6 µM | AID 834, 2007 | 85,000 tested, 0.14% active | C. albicans biofilm + clotrimazole;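 active means inhibition above 20%; inactive means inhibition below 20%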;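 further: preformed 24 hr biofilms exposed to compound for 48 hr; 0% = biofilm without compound and 100% = blank killed by clotrimazole plus chlorhexidine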
# sEH inh: soluble epoxide hydrolase inhibitors, primary screen, biochemical, human sEH | Bifunctional epoxide hydrolase 2 (Homo sapiens), P34913 | recombinant human sEH enzymatic activity assay | inhibition, % at 2 µM | 91,000 tested, 0.34% active | AID 707, 2007; in the data active means inhibition above about 80%; further: values of inactives mirror those of a sister screen read the other way; many of its hits are not listed in these tables
# F-actin modifier: modifiers of F-actin cytoskeleton organization, primary screen, imaging, HUVEC, phalloidin staining, high-content imaging; HUVEC TNFa F-actin phalloidin imaging; inhibition, % at 2 µM; 91,000 tested, 0.18% active; AID 836, 2007;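 active means inhibition above the batch mean plus 3 SD and confirmed as a hit by visual image inspection, cut at about 30% in these data, passing the limit was not always enough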; further: strong numbers were not always called active
# Starred values were filed as active, the others as inactive; nt = not tested or not shown; [ ] = another dose, or the depositor's remark. Not all compounds are listed; rates above refer to the full screens.
1	Cn1c(=O)[nH]c(=O)c2c1nc(CN1CCOCC1)n2CCc1ccccc1
2	O=C(CN1CCOCC1)Nc1cccc(Br)c1
3	C=CCN(CC=C)C(=O)C(=O)c1cc(C)n(-c2ccc([N+](=O)[O-])cc2)c1C
4	COc1ccc(Cn2nnnc2C(c2cccs2)N2CCOCC2)cc1 (stereo unspecified)
5	Cc1ccc2[nH]c3c(c2c1)CN(C(=O)CN1CCN(c2ccccc2)CC1)CC3
6	O=C(O)c1cc2nc(C3CC3)cc(C(F)(F)F)n2n1
7	O=[N+]([O-])c1ccccc1C1Nc2cccc3cccc(c23)N1
8	NC1=NC2(CCCCC2)N(c2ccc(F)cc2)C(N)=N1
Compound	1	2	3	4	5	6	7	8
sEH activator	-6	-1	0	5	2	-5	-12	-2
IL1B cytotox	16	-34	-21	21	16	-8	9	-47
HUVEC tox TNFa	-9	-27	-17	-7	32	-6	-24	-22
VCAM1 TNFa inh	8	18	4	-10	-3	25	3	-6
Smad3 inh	-16	1	nt	-14	1	2	nt	0
ERb SRC1 inh	-25[fluorescence artefact?]	3	nt	1	-2	11	nt	-4[fluorescence artefact?]
Calb biofilm kill	6	7	nt	5	-2	-2	nt	6
sEH inh	9	4	1	-5	-2	7	12	7
F-actin modifier	4	-9	44	11	-23	5	10	-2

9	Cc1nnc(NC(=O)CCSc2ccccc2)s1
10	CCOc1ccccc1OCC(=O)NN1Cc2ccccc2C1=N
11	CC(C)N(Cc1nc(-c2ccc(Cl)cc2)no1)C(=O)C12CC3CC(CC(C3)C1)C2
12	CCOCC(=O)Nc1cc(C(F)(F)F)ccc1Oc1cccc(Br)c1
13	Cc1nc(C)c(C(=O)Nc2ccccc2)s1
14	O=C(Cc1cccs1)NCc1ccco1
15	Cc1cc(NS(=O)(=O)c2ccc(NC(=O)CCCOc3ccc(Cl)cc3)cc2)no1
16	CC1CCN(CC(=O)c2c[nH]c3ccccc23)CC1
Compound	9	10	11	12	13	14	15	16
sEH activator	-8	9	0	16	-10	4	-5	-8
IL1B cytotox	-52	-26	-12	nt	-5	23	-30	16
HUVEC tox TNFa	-22	-19	-18	-25	39	-2	-28	-12
VCAM1 TNFa inh	2	-3	2	-2	22	2	4	22
Smad3 inh	-4	nt	-4	nt	-3	-6	6	nt
ERb SRC1 inh	-14	nt	4	nt	1	2	-7	nt
Calb biofilm kill	-1	nt	2	nt	3	3	0	nt
sEH inh	12	-8	-1	-16	10	-1	6	9
F-actin modifier	3	-12	10	-4	-21	-5	nt	-4

17	CNC(=O)CSc1nnnn1CCCOC
18	CCOc1ccccc1NC(=O)c1cccnc1
19	O=C(c1ccco1)N1CCN(C(c2ccccn2)c2nnnn2C2CCCC2)CC1 (stereo unspecified)
20	COc1ccc(CN=C2Nc3ccccc3CS2)cc1
21	CCOC(=O)C1=C(C)OC(N)=C(C#N)C1c1cc(OC)c2c(c1)OCO2 (stereo unspecified)
22	O=C(O)CN1C(=O)COc2cc(S(=O)(=O)N3CCCC3)ccc21
23	Cc1ccc(NC(=O)Cn2cnc3c(=O)n(C)c(=O)n(C)c32)c(C)c1
24	CCOC(=O)COc1ccc(S(=O)(=O)NCc2cccnc2)cc1
Compound	17	18	19	20	21	22	23	24
sEH activator	17	15	-6	18	-20	-8	5	0
IL1B cytotox	-25	16	-20	28	-61	-13	1	0
HUVEC tox TNFa	nt	-16	-7	-8	-29	-8	-21	-10
VCAM1 TNFa inh	nt	0	-4	17	-14	12	-9	8
Smad3 inh	3	7	nt	nt	5	0	2[fluorescence artefact?]	2
ERb SRC1 inh	-6[fluorescence artefact?]	-5	nt	nt	-3	5	-8	-10
Calb biofilm kill	3	5	nt	nt	8	-2	6	4
sEH inh	-15	-12	4	-21	21	10	-5	3
F-actin modifier	4	-11	8	16	nt	-13	4	0

25	Cc1ccc2cccc(S(=O)(=O)n3nc(C)cc3C)c2n1
26	Cc1ccc(NC(=O)Cc2nn(C)c(=O)c3ccccc23)cc1F
27	Cc1ccc(S(=O)(=O)NCC(=O)NC2CCCCCC2)cc1
28	O=C(Nc1cccc(O)c1)c1ccc(Br)cc1
29	O=C(CSc1nc2[nH]ncc2c(=O)n1-c1ccccc1)N1CCCc2ccccc21
30	O=[N+]([O-])c1ccc(NCCCN2CCOCC2)c(Cl)c1
31	COc1ccc(OC)c(Nc2nc(-c3sc(NC(=O)C(C)(C)C)nc3C)cs2)c1
32	Cc1ccccc1NCc1ccc(O)c2ncccc12
Compound	25	26	27	28	29	30	31	32
sEH activator	20	-18	-1	-10	nt	-17	-13	4
IL1B cytotox	-70	-35	-10	-6	-14	14	5	24
HUVEC tox TNFa	6	-12	9	-4	nt	1	-20	nt
VCAM1 TNFa inh	-3	11	1	-8	nt	-3	16	nt
Smad3 inh	6	4	10	12	0	nt	nt	12
ERb SRC1 inh	15	-5	-6	-7[fluorescence artefact?]	-6	nt	nt	-3[fluorescence artefact?]
Calb biofilm kill	9	7	-3	6	5	nt	nt	6
sEH inh	-21	18	-2	11	nt	19	13	1
F-actin modifier	-10	1	-1	-9	nt	-5	-4	nt

33	OCC(O)C(O)C(O)C(O)C1NCCS1 (stereo unspecified)
34	Cc1ccc(S(=O)(=O)c2nc(NC3CCS(=O)(=O)C3)sc2Cl)cc1 (stereo unspecified)
35	Cc1cc(C)n2cc(CSCc3ccco3)nc2n1
36	Cc1onc(-c2c(Cl)cccc2Cl)c1C(=O)NC(C)(C)CO
37	CS(=O)(=O)c1ccc(Sc2nc3ccccc3[nH]2)c([N+](=O)[O-])c1
38	c1ccc(CCNc2nnnn2-c2ccccc2)cc1
39	COc1cccc(N2CCN(S(=O)(=O)c3ccc4nc(-c5ccccc5)[nH]c4c3)CC2)c1
40	CC(C)(C)C(=O)Nc1nc2c(s1)COc1ccccc1-2
Compound	33	34	35	36	37	38	39	40
sEH activator	-10	-7	-1	2	-1	12	-27	0
IL1B cytotox	-8	15	-36	-6	-8	13	2	-6
HUVEC tox TNFa	6	-7	-2	nt	-13	-9	-5	-1
VCAM1 TNFa inh	-16	1	2	-37	26	-7	2	2
Smad3 inh	nt	-8	6	5	-2	0	16	6
ERb SRC1 inh	nt	38[fluorescence artefact?]	10	-2	-3[fluorescence artefact?]	0	6[fluorescence artefact?]	-8
Calb biofilm kill	nt	6	3	0	9	2	6	9
sEH inh	8	6	4	-4	2	-11	27	2
F-actin modifier	-8	4	5	-14	8	-3	-2	-6

41	CCN(CC)CC(O)COc1ccccc1C(=O)CCc1ccccc1 (stereo unspecified)
42	CC(=O)OCCN1C(=O)c2cccnc2C1=O
43	O=C(NC1CCCCC1)N1CCc2ccccc21
44	CC(C)C(=O)Nc1ccc(NC(=O)c2cccc(F)c2)cn1
45	Cc1cc2ccccc2c(=O)n1CC(=O)NCC(=O)N1CCCC1
46	O=C(Nc1ccccc1SCC1CSc2nc3ccccc3c(=O)n21)c1cccc(Cl)c1 (stereo unspecified)
47	COc1ccc(OC)c(NC(=O)CC(NCCC2=CCCCC2)C(=O)O)c1 (stereo unspecified)
48	CC(C)c1ccc(N2CCN(C(=O)c3ccccc3NC(=O)/C=C(\C(=O)O)c3ccccc3)CC2)cc1
Compound	41	42	43	44	45	46	47	48
sEH activator	nt	-9	-36	-7	6	6	-5	11
IL1B cytotox	-57	-12	-9	-12	34	-30	-48	8
HUVEC tox TNFa	-30	-38	-16	-10	-4	12	-13	-10
VCAM1 TNFa inh	-2	4	14	4	3	-7	26	34
Smad3 inh	1	11	-10	21[fluorescence artefact?]	17	nt	1	nt
ERb SRC1 inh	-12	-3	-5	-7	-16[fluorescence artefact?]	nt	-5	nt
Calb biofilm kill	9	-4	-6	7	-5	nt	9	nt
sEH inh	nt	12	37	6	-4	-3	6	-9
F-actin modifier	18	31	-16	26	nt	-29	11	-16

49	COc1ccc(Cc2nnc(NC(=O)CSc3ccccc3)s2)cc1
50	COc1ccc(C)cc1NC(=O)CN1C(=O)c2ccccc2S1(=O)=O
51	CC(=O)Nc1cccc(OCC(=O)NC(C)C(C)C)c1 (stereo unspecified)
52	CCOC(=O)c1sc(NS(=O)(=O)c2ccccc2)nc1C
53	Clc1ccc(Oc2cnns2)cc1Cl
54	Oc1c(/C=N/c2ncn[nH]2)ccc2ccccc12
55	O=C(NCc1ccccc1Cl)C1CCCN(S(=O)(=O)c2cccc3nsnc23)C1 (stereo unspecified)
56	Cc1cc(NC(=O)CSc2nc(-c3cccs3)cc(C(F)(F)F)n2)no1
Compound	49	50	51	52	53	54	55	56
sEH activator	8	-12	6	8	0	-4	-72	-7
IL1B cytotox	23	-2	4	-10	-8	17	0	-42
HUVEC tox TNFa	3	-23	4	-5	-28	-18	8	21
VCAM1 TNFa inh	6	7	-16	18	4	11	-16	53*
Smad3 inh	nt	0	nt	-10	-2	1	14	-15
ERb SRC1 inh	nt	2	nt	-5	-1[fluorescence artefact?]	4	4	16
Calb biofilm kill	nt	4	nt	7	6	8	2	4
sEH inh	-5	16	-3	-8	-2	4	71	8
F-actin modifier	4	0	-8	-36	-2	10	nt	-10

# Rewritten with two lines to a compound: entries from further up.
# Below each SMILES – sEH activator	IL1B cytotox	HUVEC tox TNFa	VCAM1 TNFa inh	Smad3 inh	ERb SRC1 inh	Calb biofilm kill	sEH inh	F-actin modifier
[55] O=C(NCc1ccccc1Cl)C1CCCN(S(=O)(=O)c2cccc3nsnc23)C1 (stereo unspecified)
→ -72	0	8	-16	14	4	2	71	nt
[53] Clc1ccc(Oc2cnns2)cc1Cl
→ 0	-8	-28	4	-2	-1[fluorescence artefact?]	6	-2	-2
[50] COc1ccc(C)cc1NC(=O)CN1C(=O)c2ccccc2S1(=O)=O
→ -12	-2	-23	7	0	2	4	16	0
[49] COc1ccc(Cc2nnc(NC(=O)CSc3ccccc3)s2)cc1
→ 8	23	3	6	nt	nt	nt	-5	4
[54] Oc1c(/C=N/c2ncn[nH]2)ccc2ccccc12
→ -4	17	-18	11	1	4	8	4	10
[56] Cc1cc(NC(=O)CSc2nc(-c3cccs3)cc(C(F)(F)F)n2)no1
→ -7	-42	21	53*	-15	16	4	8	-10

# Next compounds:
57	CCC(Sc1nc(=O)cc(N)n1-c1cccc(C)c1)C(=O)Nc1cc(C)on1 (stereo unspecified)
58	Cc1nccc(-c2ccc(-n3cnc4ccccc43)cc2)n1
59	CCOC(=O)N1CCN(C(=O)CSCc2ccccc2C)CC1
60	O=C1C(Cl)=C(N2CCOCC2)C(=O)N1c1cccc(Cl)c1
61	COc1ccc(NC(=O)c2cc(-c3cccnc3)nc3ccc(C)cc23)cc1OC
62	Cc1cccn2c(/C=N/OCc3cccc(F)c3)c(-c3ccc(Cl)cc3)nc12
63	COc1cc(OC)cc(-n2nnnc2SCC(=O)NC2CCCC2)c1
Compound	57	58	59	60	61	62	63
sEH activator	-2	-9	7	nt	12	-2	-8
IL1B cytotox	-4	-17	14	17	-9	-5	-5
HUVEC tox TNFa	-7	-8	-32	-25	6	-13	-25
VCAM1 TNFa inh	6	8	-2	24	1	0	-7
Smad3 inh	8[fluorescence artefact?]	-4	nt	1	nt	nt	8
ERb SRC1 inh	-5	-4	nt	3	nt	nt	-2[fluorescence artefact?]
Calb biofilm kill	3	0	nt	8	nt	nt	3
sEH inh	4	9	-7	nt	-13	-1	7
F-actin modifier	-9	-1	-17	-20	-6	nt	-6
